Screening results deposited in PubChem by Broad Institute.
GSIS activator – GLuc luminescence reporter in INS-1E cells, primary screen for activators of glucose-dependent secretion of insulin; INS-1E GLuc reporter insulin secretion, 2-3 h; activation, % at 16.6 µM; actives 0.61% (n = 370,000);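 active = lowest replicate activation of at least 40%, so every replicate reaches that level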;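 also: 0% = median of neutral control wells and 100% = median of IBMX positive control wells; some compounds called inactive have numbers as strong as hits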
FN deposition inh – inhibitors of fibronectin matrix deposition, primary screen, AH1F cells, Alexa488-fibronectin fluorescence, plate reader; inhibition, % at 12.6 µM; AH1F fibroblasts, overnight; actives 0.086% (n = 350,000);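 active = mean inhibition across replicates of 30% or more, regardless of how many single replicates reach that level; inconclusive = mean under 30% yet at least half of replicates reach 30%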;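 also: positive control wells lacked labelled fibronectin entirely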
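Material: AH1F fibroblast monolayer depositing Alexa488-labelled fibronectin into matrix / Amount: 10000 AH1F cells per well / Signal: fluorescence 485/525 nm / Medium: DMEM, 2% serum / Compound: single dose, pinned / Incubation: 1 h cell adhesion before compound, then overnight fibronectin incubation / Reagent: Alexa488-FN, 24 nM final / Read-out: inhibition of fibronectin deposition signal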
PAX8 reporter – inhibitors of PAX8-driven TPO luciferase reporter, primary screen, RMG-I cells, single concentration; inhibition, % at 12.6 µM; actives 1.2% (n = 360,000); AID 652154, 2013; SteadyGlo, 24 h;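 active = mean replicate inhibition at least 60% with every replicate also reaching 60%; inconclusive = only one of the two criteria is met; inactive = mean below 60% and not all replicates reaching 60%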;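 also: luciferase light reporting Pax8 driven TPO promoter activity; plate controls were median of neutral control wells for no effect and mitoxantrone controls for full effect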
miR-122 sensor – miR-122 Renilla sensor signal increase in Huh7, primary screen, miR-122 inhibitor project, cell-based, single point, plate reader. Huh7 miR-122 Renilla luciferase sensor, 48 h; neutral wells = 0, positive control = 100. activation (reporter increase), % at 12.5 µM. actives 0.3% (n = 340,000). AID 602342, 2012;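 active = mean replicate activation score at least 90 and every replicate individually at or above 90; inconclusive = only one of the two criteria met; inactive = neither criterion met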;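 also: higher luciferase means less miR-122 activity so hits act as miR-122 inhibitors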
CFTR F508del cor – F508del CFTR correction, initial screen, CFBE line, single point; CFBE cells, YFP halide quenching; stimulated with forskolin plus potentiator P3; % fluorescence drop versus neutral controls; activity (quench increase), % at 7.58 µM; actives 0.36% (n = 350,000); AID 720511, 2013;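 active = mean added fluorescence quench of at least 8% versus neutral control, with both replicates also reaching 8%; inconclusive = only one of the mean or replicate conditions met; inactive = mean below 8% and not both replicates reaching 8%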;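 also: cells transiently co-express mutant CFTR-F508del with the halide-sensitive YFP; corrector assay measuring rescue of mutant channel to the surface after 24 h compound exposure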
DENV2 CPE rescue – inhibitors of DENV2 cytopathic effect, primary screen, cell-based, plate reader, single concentration; DENV2-infected cells, cytopathic effect rescue; CPE inhibition, % at 9.99 µM; actives 1.7% (n = 350,000); in the data active = CPE inhibition above about 20%, passing the limit was not always enough; inconclusive = no clear call, values can overlap the other calls; tested in BHK-21 cells;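 also: 0% = median of neutral control wells and 100% = median of positive control wells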
EWS-Fli block – EWS/Fli-driven NR0B1 reporter inhibitors, primary screen, A673 cells, NR0B1 luciferase, luminescence, MLPCN library; actives 0.67% (n = 350,000); inhibition, % at 12.6 µM; viability-normalised;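 active = mean inhibition of at least 50% after viability correction, with every replicate also passing that limit; inconclusive = mean reaches 50% but only one of two replicates passes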;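 also: firefly luciferase signal divided by Alamar Blue viability fluorescence both relative to DMSO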
* hit, by the source's call; u = inconclusive; x = not tested or not shown; & = joins results of further samples; [ ] = another dose, or the depositor's remark.

SMILES	GSIS activator	FN deposition inh	PAX8 reporter	miR-122 sensor	CFTR F508del cor	DENV2 CPE rescue	EWS-Fli block
O=C(NC(=S)NC1CCSC1=O)c1cccs1 (stereo not drawn)	9	6	2	x	x	-4	-1
CCc1n[nH]c(=S)n1/N=C/c1cc(Br)c(O)c(OC)c1	29	2	9	x	-3.8	-5	9
O=C(O)COc1ccc(/C=N/NC(=O)COc2nsnc2N2CCOCC2)cc1	3	11	-14	-11	x	-7	-10
O=C(O)CC(CP(=O)(c1ccccc1)c1ccccc1)C(=O)O (stereo not drawn)	-3	x	x	-2	-3.7	-7	9
COc1ccc(CNC(=O)COC(=O)CN2C(=O)C3CCCCC3C2=O)cc1 (stereo not drawn)	-4	x	0	-2	-0.6	-9	10
CCOc1ccccc1N1C(=O)CC(Sc2nccc(C)n2)C1=O (stereo not drawn)	3	4	7	-2	1.5	0	6
Cc1c(C(=S)Nc2ccccc2)cnn1-c1ccccc1	10	-6	-136	25	x	x	x
COc1ccc(C#Cc2cnc3c(c2)C(=O)N([C@H](C)CO)C[C@H](C)[C@@H](CN(C)CC2CCCC2)O3)cc1	13	x	x	6[16.7 µM]	2.4	-10	3
CCOC(=O)C1=C(CN2CCN(C(=O)c3ccco3)CC2)NC(=O)NC1c1ccc(F)cc1 (stereo not drawn)	27	8	20	-1	0.1	-1	x
CCOC(=O)C1CCN(C(=O)c2ccc(S(=O)(=O)Nc3ccccc3Cl)cc2)CC1	2	x	20	-2	-8.1	x	-1

An excerpt from above, showing only DENV2 CPE rescue, GSIS activator and EWS-Fli block.
mol	DENV2 CPE rescue	GSIS activator	EWS-Fli block
CCc1n[nH]c(=S)n1/N=C/c1cc(Br)c(O)c(OC)c1	-5	29	9
COc1ccc(CNC(=O)COC(=O)CN2C(=O)C3CCCCC3C2=O)cc1 (stereo not drawn)	-9	-4	10
O=C(O)COc1ccc(/C=N/NC(=O)COc2nsnc2N2CCOCC2)cc1	-7	3	-10
CCOC(=O)C1CCN(C(=O)c2ccc(S(=O)(=O)Nc3ccccc3Cl)cc2)CC1	x	2	-1

(list continues)
SMILES	GSIS activator	FN deposition inh	PAX8 reporter	miR-122 sensor	CFTR F508del cor	DENV2 CPE rescue	EWS-Fli block
COc1ccc(OC)c(NC(=O)c2c(NC(=O)CCC(=O)O)sc3c2CCCCC3)c1	26	7	-3	23	x	x	x
COc1cc(/C=N/n2nnnc2N)ccc1OCc1c(C)no[n+]1[O-]	63	-7	-11	x	x	x	x
COc1ccc(-c2sc3cc(OC)ccc3c2-c2ccc(OCCN3CCOCC3)cc2)cc1	4	2	4	4	3.1	-20	12
O=C(CNC(=O)c1ccc(-c2ccccc2)cc1)OCc1c(Cl)cccc1Cl	34	1	16	x	x	x	x
COC(=O)c1cc2c(c3c4cc(F)ccc4n(S(=O)(=O)c4ccc(C)cc4)c13)C(=O)N(C)C2	-4	-5	15	x	1.2	15	7
O=C(O)c1ccn(CSc2cc(Cl)ccc2Cl)n1	9	8	0	8	-3.2	-9	5
CCCC(C(=O)NC1CCCC1)N(Cc1ccc(F)cc1)C(=O)c1snc(C(N)=O)c1N (stereo not drawn)	4	-3	6	-11	0.6	1	13
COc1ccc(C(=O)Cn2c(NCCO)nc3ccccc32)cc1OC	1	x	x	x	0.6	-6	6
CCOC(=O)c1ncn2c1C(=O)OC2(C)C	13	x	-11	-2	x	x	x
C1CN(CC2CCN(c3nc4nonc4nc3N3CCSCC3)CC2)CCO1	2	2	-14	-2	0.9	0	-2
CC(C)(C)OC(=O)N1CCc2onc(-c3ccc(-n4cc(C5=CCCCC5)nn4)cc3)c2C1=O	15	-3	-37	x	-3.2	-7	-133
O=S(=O)(c1ccccc1F)N1CCC(c2nc3ccccc3[nH]2)CC1	8	-3	0	5	-0.9	-2	9
CC(C)NC(=O)N(C)C[C@@H]1Oc2ccc(NS(C)(=O)=O)cc2CC(=O)N([C@H](C)CO)C[C@H]1C	2	x	-1	2[16.7 µM]	-1.4	-1	10
C/C(N)=C(/C#N)C(=O)COC(=O)c1ccc(NC(N)=O)cc1	-6	11	-2	9	-1.2	-3	-7
O=C(Nc1ccc(S(=O)(=O)N2CCCC2)cc1)c1c(F)cccc1F	4	x	12	x	-0.1	9	6
CC1(C)C2CC=C(/C=N/NC(=O)c3ccccc3Br)C1C2 (stereo not drawn)	-4	8	7	x	0.8	-19	-5
COc1ccc(OC)c(CC(=O)Nc2cc(S(=O)(=O)N3CCCCC3)ccc2C)c1	7	7	10	24	4.7	10	1
NC(=O)C1CCCN(C(=O)c2ccc(Cl)cc2)C1 (stereo not drawn)	4	x	x	-7	-1.0	2	1
CC(C)(C)C(=O)NC(c1ccccc1)c1c(O)ccc2ccccc12 (stereo not drawn)	-11	1	0	-5	0.0	-2	4
CCOC(=O)C(Cc1ccccc1)C(=O)Nc1ccc(NC(=O)C(Cc2ccccc2)C(=O)OCC)cc1 (stereo not drawn)	-1	-17	15	-2	x	x	x
CC12CCC(=O)C=C1CCC1C2CCC2(C)C(C(=O)CO)CC(O)C12 (stereo not drawn)	-4	-1	4	-5	-2.8	-5	2
Cc1cccc[n+]1CC(=O)c1ccc2c(c1)OCCO2	20	x	12	x	-1.4	4	-21
Fc1ccc(CN2[C@@H]3CNC[C@H]2C3c2ccc(-c3ccccc3)cc2)cc1 (stereo partly drawn)	-6&22	-8&-8	5&13	x	-0.2&-1.5	u	-18&-4
N#C[C@H]1[C@@H](c2ccccc2C2=CCCCC2)[C@@H](CO)N1C(=O)c1cccc(F)c1	-23	-14	x	x	-1.4	4	0
CCN1C[C@@H]2[C@@H]3C(=O)N(C)C(=O)[C@@H]3[C@](C)(C1=O)N2C(=O)c1ccc(C(F)(F)F)cc1	12	2	-3	x	2.2	3	7
CCC(C(=O)Nc1cccc(OC)c1)n1nc(C)c2c(C)n(-c3ccccc3)nc2c1=O (stereo not drawn)	-12	5	-2	2	1.1	6	9
CCC(=O)Nc1ccc2c(c1)nc(CN1CCCCC1)n2C	-1	-14	10	5	-0.5	-5	5
CCOC(=O)c1oc2ccccc2c1COC(=O)CNC(=O)c1cc(OC)c(OC)c(OC)c1	6	8	-21	x	-0.6	u	-2
O=C(COC(=O)c1cc(=O)[nH]c2ccccc12)Nc1nc(-c2ccccc2)cs1	x	2	-59	-3	-0.4	0	-15
C/C(=N\NC(=O)CNc1cccc2ccccc12)c1ccccc1	-3	19	25	x	-9.8	-2	0
CCOP(=O)(c1ccccc1)C1(C#N)CC1 (stereo not drawn)	-6	-9	24	24	-0.6	1	6
COCCn1c(SCC(=O)Nc2nc(C)cs2)nnc1C(C)C	15	-19	-6	3	-0.4	8	-15
COc1c(Cl)cc(Cl)cc1/C=C/C(=O)c1ccc(NC(=O)c2cccs2)cc1	6	8	81*	2	x	-2	x
[N-]=[N+]=NC[C@H](Cc1ccccc1)N1CC[C@@H](NC(=O)OCc2ccccc2)CCC1=O	-38	-4	9	53	2.0	5	-3
COc1ccccc1N1CCN(C(=O)c2cccc(Oc3ccccc3)c2)CC1	-22	12	1	59	-2.1	16	-8
C[C@H]1CN([C@@H](C)CO)C(=O)Cc2cc(NC(=O)Nc3ccccc3)ccc2O[C@H]1CN(C)CC1CCCCC1	-25	12	51	-21[16.7 µM]	-0.5	-17	13
COc1ccccc1CNC(=O)Cn1cc2c(n1)CCCC2	6	0	-16	12	-4.9	4	-6
CS(=O)(=O)c1ccccc1-c1nnc(NC(=O)COc2ccc(Cl)cc2)o1	11	-1	-14	-4	1.1	10	-4
CCCn1c(SCC(=O)N2CCOCC2)nnc1-c1ccncc1	14	-5	7	-6	-2.4	9	-2
Cc1csc(=O)n1CCC(=O)OCC(=O)NNC(=O)c1ccc(Cl)cc1	9	x	-18	-1	-4.3	11	-3
CC(C)c1ccc(C(=O)NCCCN(C)C)cc1	33	0	-10	4	x	x	x
C/C=C/c1ccc([C@@H]2[C@@H](CO)N(C(=O)c3ccccc3)[C@@H]2CNC(C)C)cc1	-9	6	-1	-8[16.7 µM]	3.1	-3	10
COc1cccc(C(=O)NN2CC(O)=C(c3nc4ccccc4s3)C2=N)c1	5	5	1	-1	1.3	-4	-10
C[C@@H]1CN([C@H](C)CO)C(=O)c2cc(NC(=O)C3CCCCC3)ccc2O[C@@H]1CN(C)Cc1ccccc1	8	x	12	9[16.7 µM]	0.2	-5	6
CCCCCCCn1ccc(O)c(CC(=O)OC)c1=O	11	x	-12	x	0.9	-2	0
C[C@@H]1CN([C@H](C)CO)C(=O)CCCn2cc(nn2)CO[C@H]1CN(C)C(=O)c1ccncc1	7&3	1&-6	-20&-17	0[16.7 µM]	-2.8&3.0	4&-8	-1&-4
CS(=O)(=O)Nc1ccc2c(c1)[C@@H]1C[C@H](CC(=O)NC3CCCCC3)O[C@H](CO)[C@@H]1O2	8	-2	-2	0[16.7 µM]	-2.9	10	-1
C[n+]1cn(Cc2cc(Cl)ccc2OC(F)F)c2ccccc21	3	-1	0	x	0.3	6	5
COCC(=O)N[C@@H]1C=C[C@H](CC(=O)NCc2ccc(Cl)cc2)O[C@@H]1CO	22	2	10	x	-1.2	0	-11
Cc1ccc(S(=O)(=O)Nc2ccc3c(c2)C(=O)N([C@@H](C)CO)C[C@H](C)[C@H](CN(C)S(=O)(=O)c2ccccc2)OCCCC[C@@H](C)O3)cc1	6	1	39	4[16.7 µM]	0.7	-1	5
Next part:
SMILES	GSIS activator	FN deposition inh	PAX8 reporter	miR-122 sensor	CFTR F508del cor	DENV2 CPE rescue	EWS-Fli block
COc1ccc([C@H]2CC(=O)C=C(c3cc(C)ccc3F)C2)cc1	6	2	8	x	1.0	1	2
Cc1ccc(C)c(NC(=O)Cc2coc3cc4c(cc23)CCC4)c1	-22	-6	0	-2	x	x	x
CO[C@H]1CC[C@@H]2CCN(C)C(=O)[C@@H](C)[C@H](OC)CN(C)C(=O)c3cc(C#N)ccc3OC[C@@H]1O2	10	-31	0	x	0.9	-1	-1
CCCNC(=O)N(C)C[C@H]1Oc2cc(C#Cc3ccccn3)ccc2S(=O)(=O)N([C@@H](C)CO)C[C@H]1C	3	5	x	-21[16.7 µM]	-2.4	6	-2
CO[C@H]1CN(C)C(=O)c2cc(NC(=O)C3CC3)ccc2OC[C@@H](C)N(Cc2ccc(F)cc2)C[C@H]1C	-6	-11	-14	0[16.7 µM]	-1.5	-5	-6
CC(C)(C)c1csc(Sc2ncccc2[N+](=O)[O-])n1	x	-1	6	-1	-1.1	8	-31
CCOC(=O)Cc1c(Cl)c2ccccc2[nH]c1=O	8	-6	-4	4	-2.5	6	0
CC(=O)N1[C@@H]2c3ccc(-c4cccnc4)c(=O)n3C[C@@H]2[C@@H](CO)[C@@H]1C(=O)N1CCc2ccccc2C1	3	x	5	1[16.7 µM]	0.8	11	2
CC(C)(C)c1ccc(/C=C/C(=O)Nc2nncs2)cc1	x	6	-42	-14	x	0	-28
COc1cc(CNc2ccc3[nH]c(=O)[nH]c3c2)ccc1OCc1ccccc1F	-10	2	-32	-7	-0.7	4	-22
CCN(CC)c1ccc(/C=N/NC(=O)c2cc3ccccc3[nH]2)cc1	0	10	2	2	-1.6	0	-11
CC1CCN(S(=O)(=O)c2cccc(-c3nnc(-c4cccnc4)o3)c2)CC1	-8	-1	0	0	x	x	x
COc1ccc(OC)c(N/C=C2/CCCCC2=O)c1	-1	-8	x	-3	x	x	x

The order is random (roughly 3.9% active in at least one column).
